Screening data: PubChem, several laboratories
sPLA2-III inh = human group III sPLA2 inhibitors, primary screen, biochemical, QFRET, BODIPY PC-A2 liposome substrate. actives 0.56% (n = 370,000). Group 3 secretory phospholipase A2 (Homo sapiens), Q9NZ20. QFRET BODIPY PC-A2 liposome hydrolysis, fluorescence. inhibition, % at 12.2 µM;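 active means inhibition above mean plus 3 SD of compounds lying within the high and low control bounds, cut at about 19% in these data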;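 further: 0% = median of test compound wells and 100% = no enzyme DMSO wells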
Target sequence (Q9NZ20 whole entry, looked up): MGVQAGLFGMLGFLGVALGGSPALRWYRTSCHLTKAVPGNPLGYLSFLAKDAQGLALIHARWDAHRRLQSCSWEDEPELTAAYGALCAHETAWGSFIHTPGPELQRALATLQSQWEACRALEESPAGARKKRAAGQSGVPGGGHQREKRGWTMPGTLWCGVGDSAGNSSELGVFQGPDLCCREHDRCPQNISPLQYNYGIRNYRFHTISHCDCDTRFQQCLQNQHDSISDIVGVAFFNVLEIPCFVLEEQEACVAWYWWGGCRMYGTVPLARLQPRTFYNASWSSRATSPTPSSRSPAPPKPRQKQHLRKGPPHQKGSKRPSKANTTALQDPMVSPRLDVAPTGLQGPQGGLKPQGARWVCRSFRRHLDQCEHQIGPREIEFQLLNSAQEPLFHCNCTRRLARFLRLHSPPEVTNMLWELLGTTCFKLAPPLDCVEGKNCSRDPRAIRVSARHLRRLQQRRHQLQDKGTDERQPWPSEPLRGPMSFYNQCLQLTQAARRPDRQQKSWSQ
ssDAF12 agonist = S. stercoralis DAF-12 nuclear receptor activators, primary screen, cell-based, luminescence, HEK293, GRIP1 co-expression, lit1-tk-luc; activation, % at 6.8 µM; HEK293 ssDAF-12/GRIP1 lit1-tk-luc reporter; % of 3 µM dafachronic acid response; AID 652126, 2013; Nuclear hormone receptor DAF-12 (Strongyloides stercoralis); actives 1% (n = 370,000);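 active means activation above the mean over all tested compounds plus 3 SD, cut at about 0.9% in these data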;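 further: 0% = DMSO-only wells and 100% = 3 µM delta7-dafachronic acid wells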
FXN GAA850 act = FXN promoter activators, primary screen, cell-based, luciferase luminescence, HEK293 lucGAA850 | actives 0.56% (n = 360,000) | activation, % at 6 µM | HEK293 lucGAA850 FXN promoter luciferase reporter, 24 h; percent of 10 µM SAHA response | AID 540364, 2011;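 active means activation above the average of all compounds screened plus 3 SD, cutoff fixed separately per campaign, cut at about 7.5% in these data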;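 further: 0% = DMSO wells and 100% = 10 µM SAHA wells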
NPR2 activator = human GC-B receptor activators, primary screen, HEK293 GC-B cells, cGMP TR-FRET, EC30 CNP; activation, % at 10 µM; Atrial natriuretic peptide receptor 2 (Homo sapiens), P20594; 0% at EC30 CNP, 100% saturating CNP; actives 0.11% (n = 370,000);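 active means activation at 10 µM reaching about 35% in either raw or pattern-adjusted values, limit read from the data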
proKLK7 act = proKLK7 zymogen activators, primary screen, biochemical, fluorescence intensity. Kallikrein-7 (Homo sapiens), P49862. activation, % at 7 µM. AID 652039, 2013. actives 0.9% (n = 370,000). purified proKLK7, EDANS-DABCYL substrate fluorescence; 100% is mature enzyme control, 0% vehicle;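 active means activation above the mean of all tested compounds plus 3 SD, computed per campaign excluding outliers beyond control limits, cut at about 13% in these data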
Target sequence (P49862 whole entry, looked up): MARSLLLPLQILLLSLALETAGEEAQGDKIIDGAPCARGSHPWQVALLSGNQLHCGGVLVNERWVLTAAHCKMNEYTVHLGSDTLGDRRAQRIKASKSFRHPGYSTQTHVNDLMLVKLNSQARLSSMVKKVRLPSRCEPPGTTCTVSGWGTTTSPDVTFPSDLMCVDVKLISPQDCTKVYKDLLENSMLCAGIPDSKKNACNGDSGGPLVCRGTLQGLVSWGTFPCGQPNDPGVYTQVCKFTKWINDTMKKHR
DAX1 inh-1 = DAX1 (NR0B1) inhibitors, primary screen, cell-based, HEK293, Gal4-DAX1, luciferase luminescence; AID 504766, 2011; HEK293 Gal4-DAX1 luciferase reporter; actives 0.99% (n = 340,000); inhibition, % at 6.75 µM; Nuclear receptor subfamily 0 group B member 1 (Homo sapiens), P51843;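 active means inhibition above the mean over all tested compounds plus 3 SD, cut at about 4.2% in these data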;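 further: 0% = DAX1-transfected cells with DMSO and 100% = empty-vector control cells with DMSO; inhibition shows as a rise in luminescence from relieved DAX1 repression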
DAX1 inh-2 = DAX1 (NR0B1) inhibitors on StAR promoter, primary screen, cell-based, luminescence, SF-1 (NR5A1), full-length DAX-1 | HEK293T StAR-luciferase reporter, SF-1/DAX-1 repression relief | actives 1.1% (n = 370,000) | AID 652010, 2013 | inhibition, % at 6.8 µM;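 active means inhibition above the mean over all tested compounds plus 3 SD, cut at about 3.6% in these data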;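 further: 0% = DAX-1 cells with DMSO and 100% = cells lacking DAX-1 with DMSO; higher inhibition means more luminescence from relief of DAX-1 repression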
SMARCA2 activ = SMARCA2 (BRM) function activators, primary screen, cell-based, luminescence, high throughput; MG213 cells, MMTV-luciferase reporter, dexamethasone, overnight; activation, % at 9.1 µM; actives 1% (n = 370,000); in the data active means activation above about 7.8%;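 further: 0% = vehicle wells and 100% = reference activator wells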
hcDAF-12 act = H. contortus DAF-12 nuclear receptor activators, primary screen, cell-based, luminescence, HEK293, lit1-tk-luc reporter. HEK293 hcDAF-12 lit1-tk-luc reporter; 0% DMSO, 100% Δ7-dafachronic acid. activation, % at 6.8 µM. actives 1.4% (n = 370,000);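 active means activation above the mean of all tested compounds plus 3 SD, cut at about 5.5% in these data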;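 further: 100% = response to 3 µM Δ7-dafachronic acid high control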
hgDAF-12 ag = H. glycines DAF-12 receptor agonists, primary screen, cell-based, luminescence, HEK293, GAL4 fusion, UAS-luciferase | AID 687014, 2013 | activation, % at 6.8 µM | Nuclear hormone receptor DAF-12 (Heterodera glycines), GAL4 fusion | actives 1.8% (n = 370,000) | HEK293 GAL4-hgDAF12 UAS-luciferase reporter, agonist luminescence; normalized to butyrate control;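 active means activation above a cutoff set at the mean of all screened compounds plus 3 SD, cut at about 10% in these data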;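 further: 0% = DMSO wells and 100% = sodium butyrate wells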
NPR1 activator = GC-A stimulated cGMP production enhancers – HEK293 GC-A cells, cGMP TR-FRET, EC30 ANP, primary screen; Atrial natriuretic peptide receptor 1 (Homo sapiens), P16066; 0% at EC30 ANP, 100% saturating ANP; activation, % at 10 µM; actives 0.14% (n = 370,000); AID 1671463, 2021; in the data active means activation above about 40%
* hit, by the source's call; nt = not tested or not shown; & = joins results of further samples. Rows are unselected; overall some 6.7% were active at least once.

molecule,sPLA2-III inh,ssDAF12 agonist,FXN GAA850 act,NPR2 activator,proKLK7 act,DAX1 inh-1,DAX1 inh-2,SMARCA2 activ,hcDAF-12 act,hgDAF-12 ag,NPR1 activator
O=C(N1CCOCC1)C1(S(=O)(=O)c2ccccc2)CC=CC1,7,-1.6,2.2,6,-0.3,0.9,0.0,0,-1.0,1.0,2
CN(C)CCNc1ncnc2c1ncn2[C@H]1CN(Cc2ccc(-c3ccccc3)cc2)C[C@@H](CO)O1,7,-1.4,-0.3,-3,-0.2,nt,-0.7,-3,0.2,-1.0,5
CCN(c1ccc(NC(=O)c2cccc(S(=O)(=O)N3CCN(C)CC3)c2)cc1)C(C)C,-5,-1.3,0.5,-3,-0.7,-0.9,-3.9,-1,-1.2,-3.0,-3
Cc1ccc(NC(=S)N(CCN(C)C)Cc2cccs2)cc1,5,-1.1,-0.6,-6,-0.5,0.4,1.1,-4,-1.4,1.9,-3
COc1ccc(CCNC(=S)N2CCN(S(=O)(=O)c3ccc(Cl)cc3)CC2)cc1,-10,0.2,1.2,-5,-0.1,0.6,0.9,-2,-0.6,0.7,-6
C#CC(C)(C)NC(=O)c1ccccc1OC,-2,-0.5,0.6,7,0.4,1.5,-0.5,-1,0.8,0.4,-2
CC(=O)NS(=O)(=O)c1ccc(NC(=O)c2cccc(OCc3c(C)noc3C)c2)cc1,6,-0.4,2.6,-1,-0.1,-0.5,-1.5,-2,-0.5,0.0,4
COc1ccc(S(=O)(=O)N(C)CC(=O)NC2CCCC2)cc1Cl,0,-1.6,0.7,1,0.1,-0.4,0.3,-1,-1.0,-0.4,3
CN1CCCc2cc3c(C(F)(F)F)cc(=O)oc3nc21,-1,-1.0,1.1,10,-25,0.1,0.1,-1,-2.3,2.1,18
COc1ccccc1C1OC(c2cccc([N+](=O)[O-])c2)=NN1C(C)=O (stereo unspecified),1,-1.7,1.8,-3,-0.5,0.1,-0.2,0,-0.1,-0.2,-5
O=C(Cc1cccc2ccccc12)N/N=C/c1ccncc1,0,-2.3,1.4,5,0.1,0.6,-1.3,-2,-2.6,-1.5,2
CN(C)c1ccc(N=C/C=C2/N(C)c3ccccc3C2(C)C)cc1,6,-1.1,-5.1,-11,0.1,2.0,0.2,-2,1.1,-0.8,-18
Cc1ccc(OCC(=O)Nc2cc(-c3nn4c(C)nnc4s3)ccc2C)cc1,8,-0.8,0.9,4,0.2,0.1,0.9,-1,0.5,1.2,2
CC(NC(=O)NC1CCCCC1)C(c1cccs1)N1CCN(Cc2ccccc2)CC1 (stereo unspecified),-2,-0.6,-11,-3,-0.3,1.8,0.6,-2,0.4,0.8,0
O=C(COC(=O)c1ccc(Br)c(S(=O)(=O)N2CCOCC2)c1)NCCc1ccccc1,0,-1.1,-1.1,0,0.1,0.7,0.6,-4,-0.6,-0.4,-4
CC1CCCC(C)N1C(=O)COC(=O)C1CCN(S(=O)(=O)c2ccc3c(c2)OCCO3)CC1 (stereo unspecified),-2,-1.0,1.0,2,0.5,0.5,1.0,3,0.7,1.4,-1
COc1cc(CN2CCC(CO)(CCOc3ccccc3)CC2)cc(OC)c1OC,-4,-1.1,2.7,-8,-0.3,-1.3,0.0,0,0.5,0.7,-9
OC(COc1cccc(OCC(O)CN2CCOCC2)c1)CN1CCOCC1 (stereo unspecified),-2&5,-0.8&-1.0,-0.6&2.6,2&0,0.0&-0.2,1.4&0.0,0.1&0.2,0&-2,1.0&0.2,0.5&-1.5,1&1
CCOC(=O)c1c(-c2ccccc2)csc1NC(=O)/C(C#N)=C\c1ccc(O)c(OC)c1,-9,-1.0,-0.3,1,-0.7,1.0,-0.7,5,0.3,1.5,-1
COc1ccc(Cl)cc1-c1nc(SCC(=O)NC2CCCC2)n[nH]1,-3,-1.4,-0.1,-9,-0.1,-0.4,-1.9,-2,-2.7,-1.9,-4
C1CC1Cc1noc(CN2CCN(CC3CC3)CC2)n1,1,-0.3,0.8,1,-0.3,-0.1,-0.3,-3,0.1,3.8,3
COc1ccnc(Oc2ccccc2)n1,8,-0.9,-0.9,6,-0.3,0.0,0.1,-2,-0.9,-1.3,7
COc1cc(C(=S)N2CCOCC2)cc(OC)c1OC(=O)c1ccc([N+](=O)[O-])cc1[N+](=O)[O-],1,-1.2,0.3,7,0.1,-1.1,-0.4,-2,-0.7,0.5,8
O=C(C1CC(=O)N(c2ccc3c(c2)OCCO3)C1)N1CCN(S(=O)(=O)c2cccc(F)c2)CC1 (stereo unspecified),1,-0.1,0.0,0,-0.3,-0.4,-2.2,-2,0.5,-1.6,0
Cc1cc(NC(=O)CSc2ccc3ccccc3c2)no1,-5,-0.8,2.1,-3,-0.2,0.1,0.2,0,1.1,-0.5,0
O=C(Nc1ccc(S(=O)(=O)Nc2ncccn2)cc1)c1ccc(F)c(S(=O)(=O)N2CCOCC2)c1,-7,-1.2,-1.4,-4,0.2,-0.4,1.1,-1,2.1,-0.6,0
CCOCCn1c(CN(C)Cc2ccccc2)nc2c1c(=O)n(C)c(=O)n2C,0,-1.1,0.0,-3,0.2,-0.6,-0.1,3,-2.6,-1.6,3
O=C(NCC1CC1)c1csc([C@@H]2O[C@H](CO)[C@H](O)[C@H](O)[C@H]2O)n1,6,-0.1,1.5,-7,0.4,nt,3.2,-4,0.5,0.1,5
Cn1c(N)c(C(=O)CSc2nnc(Cc3cccs3)n2C2CC2)c(=O)n(C)c1=O,1,-0.9,0.6,0,0.3,0.5,0.2,1,0.8,-0.2,0
O=C1CCC(=O)N1CN(C(=O)c1ccco1)c1ccccc1,7,-0.4,-0.2,2,0.3,1.2,-1.0,-2,-0.4,0.0,2
CCOC(=O)c1c(C)nc(C)c(C(=O)OCC)c1-c1ccc(OC)cc1,-1,-1.7,-3.9,-4,0.3,-0.9,-1.6,-2,-0.9,1.7,-6
O=C(Nc1ccc(S(=O)(=O)N2CCCC2)cc1)C1CC(=O)N(CCc2ccccc2)C1 (stereo unspecified),-4,-1.3,-0.1,-5,0.5,-0.1,-2.8,-2,-0.7,-2.0,1
Cc1ccccc1CC1(CO)CCCN(Cc2ccccc2Cl)C1 (stereo unspecified),-4,-0.3,-0.7,-7,-0.2,0.0,0.2,-1,0.0,-1.8,-2
COc1ccc(/C=C(\C#N)c2nc3ccc(C)cc3[nH]2)cc1Oc1ccc(C(F)(F)F)cc1[N+](=O)[O-],20*,0.4,0.8,4,-1.5,0.7,0.1,-3,1.3,4.5,-3
CCOC(=O)C1=NN(c2ccccc2)C2=NC(C)=C(C(=O)OC)C(c3ccc(C)cc3)N12 (stereo unspecified),13,-1.2,3.7,-8,-0.5,2.0,0.0,0,8.3*,-0.2,-4
CC(C)C(=O)Nc1ccc(Nc2ccccc2)cc1,1,-1.1,2.3,-2,0.0,-1.2,-0.1,1,-1.6,9.1,-5
O=C(c1cccc(S(=O)(=O)N2CCCCC2)c1)N1CCc2ccccc21,0,-0.6,-1.0,5,0.0,-0.5,-0.2,-6,5.9*,-1.5,3
COC(=O)c1ccccc1NC(=S)N(Cc1ccc2c(c1)OCO2)Cc1cc2ccc(OC)cc2[nH]c1=O,-9,-1.1,-0.4,4,-0.1,-1.3,-0.5,-2,-2.0,3.1,0
O=C1CC(NCc2ccc3c(c2)OCO3)C(=O)N1CCc1ccccc1 (stereo unspecified),-4,-1.0,0.7,-1,-0.2,-0.4,-0.2,-3,-2.4,-0.4,4
CC(C)COc1ccc(C(=O)NCc2ccco2)cc1,-5,-0.5,0.8,1,-0.3,-0.8,0.1,2,0.5,2.1,6
CN(c1ccc(F)cc1)S(=O)(=O)c1ccc(Cl)c(C(=O)OCC(=O)NC2CC2)c1,-6,-1.5,0.7,2,-0.9,0.3,-0.4,-3,0.7,-0.6,-5
O=C(NNC(=O)C1CCCCC1)c1ccc(Br)cc1,-12,-1.0,3.6,1,-0.1,4.1,0.5,2,0.4,1.3,4
CN(C)c1ccc(C2=NOC(CN3C(=O)c4ccccc4S3(=O)=O)C2)cc1 (stereo unspecified),2,0.1,2.6,7,-0.4,3.1,2.6,5,5.4,13*,4
O=C(CN1CCC(Cc2ccccc2)CC1)NC(=O)NC1CCCCC1,-9,-1.1,0.8,-1,-0.5,-0.2,-0.3,-2,-2.2,-0.5,5
CC(C)(C)c1cc(NCCCn2ccnc2)n2ncc(-c3ccc(Cl)cc3)c2n1,-18,-0.8,-1.3,-8,-1.4,1.2,0.4,4,1.5,10*,-17
O=C(/C=C/c1cccs1)c1ccc([N+](=O)[O-])cc1,21*,-0.6,3.8,-7,-0.4,1.5,0.7,-2,-0.9,1.4,6
COc1ccc(C(CNC(=O)c2ccc(S(=O)(=O)Nc3cccc(C)c3C)cc2)N2CCOCC2)cc1 (stereo unspecified),-18,-1.2,0.2,-2,0.5,0.3,-1.0,-2,0.3,-0.4,-2
O=C(NC(=S)Nc1ncc(Br)cc1Br)c1ccccc1,17,0.6,4.3,-3,-0.5,0.9,0.7,3,8.0*,8.8,0
CSc1nsc(SC)c1C(=O)Nc1ccc(Cl)cc1,2,-1.1,1.1,5,0.3,1.1,-0.7,1,0.6,1.4,-2
